# Assay outcomes deposited in PubChem BioAssay by several laboratories.
# Anthrax LF prot: Bacillus anthracis LF protease inhibitors, primary screen, biochemical, multiplex microsphere, MLPCN library; Lethal factor (Bacillus anthracis), P15917; multiplex microsphere protease cleavage assay; inhibition, % at 10 µM; 0.12% of 360,000 active; in the data active = inhibition above about 30%; inconclusive = no clear call, values can overlap the other calls; note: plate controls were buffer without enzyme for full effect and enzyme alone for no effect
# Target sequence (P15917 whole entry, looked up): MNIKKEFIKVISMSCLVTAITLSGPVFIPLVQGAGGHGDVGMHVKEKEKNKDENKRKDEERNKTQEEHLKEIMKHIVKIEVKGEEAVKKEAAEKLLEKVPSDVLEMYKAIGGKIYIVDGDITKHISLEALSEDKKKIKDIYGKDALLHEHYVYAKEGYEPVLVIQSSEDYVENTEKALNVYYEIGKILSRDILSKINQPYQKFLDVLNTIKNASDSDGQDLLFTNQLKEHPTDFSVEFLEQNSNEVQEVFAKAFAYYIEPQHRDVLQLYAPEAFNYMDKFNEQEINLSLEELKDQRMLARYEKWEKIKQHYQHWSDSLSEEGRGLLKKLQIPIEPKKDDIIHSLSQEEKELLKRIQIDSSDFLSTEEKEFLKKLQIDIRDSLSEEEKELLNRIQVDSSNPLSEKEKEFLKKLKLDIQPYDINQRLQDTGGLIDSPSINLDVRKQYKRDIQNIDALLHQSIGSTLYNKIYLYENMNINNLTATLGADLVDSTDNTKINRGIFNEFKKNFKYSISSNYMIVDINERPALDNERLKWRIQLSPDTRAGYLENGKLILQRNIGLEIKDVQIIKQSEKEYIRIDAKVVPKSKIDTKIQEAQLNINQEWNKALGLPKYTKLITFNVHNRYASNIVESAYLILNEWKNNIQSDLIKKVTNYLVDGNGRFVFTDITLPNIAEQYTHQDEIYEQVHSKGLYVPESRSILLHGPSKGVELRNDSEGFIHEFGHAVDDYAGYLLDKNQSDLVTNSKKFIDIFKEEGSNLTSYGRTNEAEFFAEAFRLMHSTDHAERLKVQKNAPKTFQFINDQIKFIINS
# PfHsp40 yeast: rescue of yeast from PfHsp40 toxicity, primary screen, S. cerevisiae, ATP luminescence; S. cerevisiae expressing PfHsp40, growth rescue; growth rescue, % at 12.5 µM; 0.68% of 340,000 active; in the data active = growth rescue above about 28%, passing the limit was not always enough; inconclusive = no clear call, values can overlap the other calls;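 note: yeast W303a lacking pdr1 and pdr3 grown in galactose medium; growth measured after three days at 30 °C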
# TcdB GH inh: TcdB glycohydrolase inhibitors, primary screen, biochemical, single point, plate reader. TcdB glycohydrolase enzymatic assay. inhibition, % at 9.99 µM. 0.24% of 350,000 active. AID 652162, 2013; in the data active = inhibition above about 10%
# VHR inh abs: VHR1 phosphatase inhibitors, primary screen, biochemical, absorbance, uHTS; Dual specificity protein phosphatase 3 (Homo sapiens), P51452; recombinant VHR phosphatase, pNPP absorbance; inhibition, % at 13.3 µM; 0.52% of 290,000 active; in the data active = inhibition above about 50%; note: some compounds called inactive have numbers as strong as hits
# Target sequence (P51452 whole entry, looked up): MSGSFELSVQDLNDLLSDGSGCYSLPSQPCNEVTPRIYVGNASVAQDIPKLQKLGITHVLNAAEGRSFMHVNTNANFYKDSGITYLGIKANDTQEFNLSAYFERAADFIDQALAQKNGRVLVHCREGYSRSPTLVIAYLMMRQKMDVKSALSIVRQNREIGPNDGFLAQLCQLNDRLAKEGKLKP
# MazF activator: activators of E. coli MazEF toxin-antitoxin RNase, primary screen, biochemical, fluorescence, uHTS; Endoribonuclease toxin MazF (Escherichia coli (strain K12)), P0AE70; FAM/BHQ RNA-DNA oligo cleavage fluorescence, 5 h; activation, % at 20 µM; 0.32% of 350,000 active; AID 504720, 2011; in the data active = activation above about 50%
# Target sequence (P0AE70 whole entry, looked up): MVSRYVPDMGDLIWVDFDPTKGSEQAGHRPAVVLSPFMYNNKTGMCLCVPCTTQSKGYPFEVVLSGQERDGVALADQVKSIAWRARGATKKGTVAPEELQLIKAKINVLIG
# SSB-PriA inh: inhibitors of Klebsiella pneumoniae PriA binding to SSB C-terminal tail, primary screen, biochemical, AlphaScreen. 0.6% of 430,000 active. inhibition, % at 33 µM. AlphaScreen SSBct-PriA binding, biotinylated peptide. AID 1272365, 2023; in the data active = inhibition mostly above about 37%, no sharp cut-off; inactive = mostly below about 20%;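 note: plate controls were negative control peptide for no effect and reference peptide for full effect; strong numbers were not always called active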
# Rv3671c inh: Rv3671c serine protease inhibitors, primary screen, biochemical, fluorescence polarization, M. tuberculosis H37Rv; P9WHR9; inhibition, % at 5.96 µM; 0.048% of 320,000 active; AID 2606, 2010; in the data active = inhibition above about 38%;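 note: extracellular domain of Rv3671c used as enzyme; 0% = enzyme with DMSO and 100% = no enzyme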
# SARS 3CLpro inh: SARS-CoV 3CLpro protease inhibitors, primary screen, biochemical, quenched FRET. Replicase polyprotein 1ab (Severe acute respiratory syndrome coronavirus), P0C6X7. recombinant SARS-CoV 3CLpro, quenched FRET peptide cleavage. inhibition, % at 6 µM. 0.14% of 290,000 active. AID 1706, 2009; in the data active = inhibition above about 12%
# Vc quorum ag: inducers of Vibrio cholerae quorum light production without autoinducers, primary screen, BH1578 luxS cqsA deficient, single point | 0.16% of 350,000 active | V. cholerae BH1578 lux reporter, luminescence, 6 h | activation, % at 18.7 µM; in the data active = activation mostly above about 9.7%, no sharp cut-off; inconclusive = no clear call, values can overlap the other calls; inactive = mostly below about 3.7%; note: not every result past the cut was called active; inactives centre near 0; reference of the scale not given here
# Yp Topo-I inh: Yersinia pestis topoisomerase I inhibitors, primary screen, biochemical, cleavage product accumulation, plate reader, single point. DNA topoisomerase I (Yersinia pestis CO92). Y. pestis Topo-I cleavage product accumulation. activity, % at 10 µM. 0.064% of 360,000 active; in the data active = activity above about 50%, passing the limit was not always enough; inconclusive = no clear call, values can overlap the other calls; note: inactives centre near 2
# * marks the source's active call; other numbers are inactive results; i = inactive; ? = inconclusive; · = not tested or not shown; & = joins results of further samples. Only part of the results is shown; count on the stated rates, not on these rows.
SMILES,Anthrax LF prot,PfHsp40 yeast,TcdB GH inh,VHR inh abs,MazF activator,SSB-PriA inh,Rv3671c inh,SARS 3CLpro inh,Vc quorum ag,Yp Topo-I inh
CCNS(=O)(=O)c1ccc(CCC(=O)NCc2ccc(C)cc2)cc1,7,-0.6,1.2,15,5,-18,3,5,i,-2
Cc1ccc(CNC(=O)CCc2ccc(S(=O)(=O)NC3CCCCC3)cc2)cc1,-1,-0.1,·,-12,-5,6,1,0,i,13
O=C(CCN1CCCCCC1)Nc1ccccc1F,4,-0.7,·,·,-8,-5,-1,2,i,0
COc1ccc(C(=O)Nc2ccccc2N2CCOCC2)cc1[N+](=O)[O-],0,2.5,·,14,5,-3,-14,0,-5.1,5
CSCCC(NC(=O)c1ccoc1C)C(=O)O (centres undefined),10,-0.7,0.0,26,-2,-2,0,5,-6.2,2
O=C(CCNC(=O)c1ccc(Cl)cc1)Nc1ncccc1O,·,-0.1,0.7,-2,5,-7,1,-2,-0.3,-1
O=C(Nc1ccccc1)c1ccc(F)c(S(=O)(=O)N2CCOCC2)c1,0,0.9,·,23,-11,4,-3,3,-0.3,-3
C[C@@H](C(=O)OCC(=O)Nc1cc(S(=O)(=O)N2CCOCC2)ccc1Cl)N1C(=O)C2CCCCC2C1=O (some centres undefined),1,0.8,·,-1,5,-10,-11,-4,-0.2,33
CCN(CC)CCNC(=O)c1ccc(Sc2ccc(C)cc2)c(NC(C)=O)c1,4,0.1,0.4,7,5,0,-6,2,i,3
OCc1ccc(O)c2ncccc12,-7,?,·,25,6,80*,4,3,·,3

# Quoted at random: four entries already listed, in no set order.
SMILES,Anthrax LF prot,PfHsp40 yeast,TcdB GH inh,VHR inh abs,MazF activator,SSB-PriA inh,Rv3671c inh,SARS 3CLpro inh,Vc quorum ag,Yp Topo-I inh
O=C(CCN1CCCCCC1)Nc1ccccc1F,4,-0.7,·,·,-8,-5,-1,2,i,0
Cc1ccc(CNC(=O)CCc2ccc(S(=O)(=O)NC3CCCCC3)cc2)cc1,-1,-0.1,·,-12,-5,6,1,0,i,13
COc1ccc(C(=O)Nc2ccccc2N2CCOCC2)cc1[N+](=O)[O-],0,2.5,·,14,5,-3,-14,0,-5.1,5
CCNS(=O)(=O)c1ccc(CCC(=O)NCc2ccc(C)cc2)cc1,7,-0.6,1.2,15,5,-18,3,5,i,-2

# Following part.
SMILES,Anthrax LF prot,PfHsp40 yeast,TcdB GH inh,VHR inh abs,MazF activator,SSB-PriA inh,Rv3671c inh,SARS 3CLpro inh,Vc quorum ag,Yp Topo-I inh
COc1ccccc1C(=O)NCCC(=O)NNC(=O)C1COc2ccccc2O1 (centres undefined),-4,-1.0,0.7,·,-1,4,7,·,i,-2
O=C(NNC(=S)NC(=O)c1sc2ccccc2c1Cl)c1ccc(Cl)cc1,-2,-0.9,·,3,1,-5,13,0,-0.2,3
C=CCN1CN(CCc2ccccc2)CNC1=S,5,·,1.2,-4,-1,-5,6,7,-0.6,-1
COCCCNC(=O)CC(NS(=O)(=O)c1ccc(F)cc1)c1ccc(OC)cc1 (centres undefined),1,-2.7,1.1,9,8,-10,-6,5,i,10
CC(NC(=O)c1ccco1)c1nc(-c2ccc(C(C)(C)C)cc2)no1 (centres undefined),4,0.9,0.7,21,7,3,-7,0,-3.1,26
NC(=S)c1ccc[n+]([O-])c1,-3,-0.8,-0.4,·,3,-7,·,·,-7.6,5
O=C(Nc1ccc(OC(F)(F)F)cc1)C1CCCN(S(=O)(=O)c2cnc[nH]2)C1 (centres undefined),7,0.3,·,11,8,2,-6,4,-0.3,6
CCCn1nc(C(=O)OCC(=O)c2c(N)n(C)c(=O)n(C)c2=O)c2ccccc2c1=O,-6,1.3,0.7,12,4,-2,-1,1,i,-4
CN(CCc1cnn(C)c1)Cc1cn(C)nc1-c1ccc2c(c1)OCCO2,-3,-0.5,-0.5,52*,4,-21,-2,4,-0.1,1
Cc1csc(SCC(=O)NC(C)C2CC3CCC2C3)n1 (centres undefined),-5,-0.2,2.9,·,1,0,-6,·,5.6,5
COc1cccc(CC(=O)Nc2nc(-c3ccc(OC)c(OC)c3)cs2)c1,26,0.0,0.6,20,14,-5,-12,1,-0.5,-8
Cc1csc(SC(C)c2nc3scc(-c4ccccc4)c3c(=O)[nH]2)n1 (centres undefined),-2,-0.8,0.5,7,0,-6,-8,6,-3.1,15
Cc1sc2ncnc(SCC(=O)c3ccc(O)cc3O)c2c1C,-7,0.7,1.0,4,3,4,-3,4,i,-2
C/C(NCCc1ccc(O)cc1)=C1/CCOC1=O,2,·,5.5,·,7,·,·,·,-0.3,1
CCN1CCN(C(=O)c2ccc(CN(c3ccc(C)c(C)c3)S(C)(=O)=O)cc2)CC1,8,-0.4,1.6,0,-2,-11,-2,-3,-0.3,0
C[C@H]1CC[C@@]2(O[C@H](CCO)C[C@@H](O)[C@@H]2O)O1,-2,-1.8,-3.7,3,-4,-3,8,0,-0.5,0
Cc1ccc(Cn2c(=N)c(C(=O)NCc3ccco3)cc3c(=O)n4ccccc4nc32)cc1,7,-1.5,·,29,-13,-2,1,-1,i,0
Clc1ccccc1-c1nn2c(-c3ccncc3)nnc2s1,0,0.7,·,-1,0,9,11,0,i,8
S=C1NC[C@H](Cc2ccccc2)N1CC1CCN(CCCCc2ccccc2)CC1,-4,-0.5,4.9,·,5,3,·,·,i,14
COC(C/C=C/[C@@H](O)COCc1ccccc1)OC,-6,0.3,0.4,4,-2,-18,10,·,i,4
O=C(NCCc1ccccc1)c1cc([N+](=O)[O-])ccc1N1CCOCC1,-4,-1.1,0.1,·,-10,7,2,·,i,8
Cc1ccc(S(=O)(=O)Nc2ccccc2/C=N/c2nc3ccccc3n2C(C)C)cc1,1,-0.8,2.6,18,2,·,-3,-3,-1.1,-1
Cc1ccc(NC(=O)/C=C/c2ccc(S(=O)(=O)N3CCOCC3)cc2)cc1S(=O)(=O)N(C)C,-10,0.1,0.5,·,-4,-3,·,·,-2.7,11
COc1ccc(S(=O)(=O)NC(C)C(=O)NCc2cccnc2)cc1OC (centres undefined),-8,-0.4,0.0,30,-22,-3,-15,-2,-0.3,-8
COc1ccc(S(=O)(=O)N2CCN(c3ncccn3)CC2)cc1OC,5,0.0,-3.2,10,7,-14,-3,4,-0.1,-4
N#Cc1ccc(NC(=S)Nc2ccccc2)cc1,-3,-0.7,·,-6,-6,-13,-16,-8,-0.7,-2
COc1ccc(-c2cn(-c3ccc(SC(F)F)cc3)c3[n+]2CCC3)cc1OC,1,0.1,·,28,2,10,1,3,-0.2,5
COc1ccccc1-c1cc(C(F)(F)F)n2ncc(S(=O)(=O)c3ccccc3)c2n1,·,-0.2,·,-12,4,-24,4,-3,-0.2,2
Cc1ccccc1CS(=O)(=O)CCC(=O)NCc1ccccn1,1,1.8,·,18,-9,-5,9,-1,i,0
O=C(Nc1ccnn1C1CCN(C(=O)c2cccc(C(F)(F)F)c2)CC1)C1CC1,-5,-0.2,2.6,7,-1,0,·,-3,i,0
CCCCCc1ccc(S(=O)(=O)NCCc2ccncc2)cc1,-8,1.5,·,16,-1,-29,4,4,-2.8,10
Cc1ccccc1NC(=O)CSc1nc(O)cc(=O)n1C,15,21,0.1,-9,1,-8,1,6,0.8,-4
O=C(C1CCCO1)N1CCN(C(=S)Nc2cccc(F)c2)CC1 (centres undefined),-2,-0.6,1.1,10,6,-11,0,-2,1.2,1
CCCCn1c(SCC(=O)NCc2ccccc2)nc2ccc(N3CCOCC3)cc2c1=O,-3,0.3,·,6,-3,1,0,6,-0.4,4
O=C(NC1CCCC1)[C@@H]1CSC2c3ccccc3C(=O)N21 (some centres undefined),-4,0.4,0.9,2,-5,-2,-10,0,i,-5
CCC(C)NC(=O)Nc1ccc(Br)cc1Cl (centres undefined),0,-2.5,-1.4,25,-3,-5,-1,-4,-0.3,-2
NS(=O)(=O)c1ccc(CCNC(=O)Cc2ccc(S(=O)(=O)N3CCCC3)s2)cc1,-7,0.6,-0.2,5,0,0,3,3,i,24
COCC1CCCN(Cc2nc(Cc3ccccc3)no2)C1 (centres undefined),3,-0.3,-0.3,18,-4,-12,-2,2,-1.2,10
CCN(CC)S(=O)(=O)c1ccc(/C=C/C(=O)Nc2ccccc2N2CCOCC2)cc1,-6,0.1,-1.3,-7,3,-7,0,1,i,6
Cc1c(OCc2ccccc2)c(=O)ccn1Cc1ccc(Cl)cc1,-4,0.1,·,10,-10,-18,-6,0,-3.4,12
N#Cc1c(-c2ccc(Cl)cc2)cc(-c2cccs2)nc1SCC(=O)O,-3,-0.4,0.1,0,-17,-3,-5,7,i,4
O=C(NCCO)C1CCN(C(=O)c2ccc(-c3ccccc3)cc2)CC1,-2,-1.7,0.1,15,-2,12,11,3,-0.3,-4
C/C(Cl)=C/CSc1nn2c(=O)c3ccccc3nc2s1,-2,3.0,1.0,19,-2,-30,-2,1,·,7
Cc1ccccc1NC(=O)NCC1CCCO1 (centres undefined),-5,-0.9,·,0,3,-7,4,2,-1.1,3
O=C(OCCn1cncn1)c1cc2ccccc2oc1=O,4,8.0,·,22,1,-16,-5,-3,0.8,3
COC(=O)COc1ccc(S(=O)(=O)Nc2ccc3c(c2)OCO3)cc1Cl,-6,0.4,·,17,-1,-12,-15,2,-0.2,-11
Cc1nc2c(C(=O)N3CCC4(CC3)OCCO4)cnn2c(C)c1Cc1cccc(Cl)c1,-2,0.0,1.3,-13,1,-1,0,4,0.7,15
NC(=O)CC(NC(=O)c1ccccc1)c1ccc(NCCOc2ccccc2)c([N+](=O)[O-])c1 (centres undefined),-10,-0.4,·,27,2,24,-10,·,-1.0,20
COc1ccccc1N(CC(O)COc1c(C)cc(C)cc1C)S(=O)(=O)c1ccccc1 (centres undefined),-4,7.7,0.2,-12,0,-5,-6,-4,i,20
O=C(CSc1nc(=O)n(CCCN2CCOCC2)c2c1CCCC2)Nc1ccc(F)cc1,1,-1.3,0.4,·,2,6,1,·,i,8

# (next part)
SMILES,Anthrax LF prot,PfHsp40 yeast,TcdB GH inh,VHR inh abs,MazF activator,SSB-PriA inh,Rv3671c inh,SARS 3CLpro inh,Vc quorum ag,Yp Topo-I inh
Cc1cc(C(=O)Nn2cnnc2)ccc1[N+](=O)[O-],-1,-1.7,0.9,39,4,-7,-4,0,-0.4,-14
CCC1(COC(=O)Nc2cccc(Cl)c2)COC1,-1,-0.7,·,14,0,-13,-22,5,-2.9,-2
CC[C@@H](C)[C@@H]1CN([C@@H](C)CN2CCC[C@H]2CN2C(N)=NC[C@H]2C(C)C)C(=N)N1CCc1ccc(Cl)c(Cl)c1,3,1.9,1.9,·,27,5,0,·,i,-2
O=C(CCc1c[nH]c2ccccc12)OCc1cccc(C(F)(F)F)c1,-1,1.7,1.4,-3,-6,1,6,-2,-1.5,12
Cc1cc(C)c(OCC(=O)Nc2ccc(NC(=O)c3ccco3)cc2)c([N+](=O)[O-])c1,-1,-1.7,·,-8,1,2,1,-1,-0.2,-4
COC(=O)CSc1nnc(CNC(=O)c2cc(OC)c(OC)c(OC)c2)n1C,-5,0.1,·,12,-5,3&-4,1,-2,i,0
Cc1ccc(NC(=O)COC(=O)c2ccn(C)n2)cc1,-2,1.0,0.1,-17,-2,-9,-10,7,-0.2,2
